S1P4 agonist: S1P4 receptor agonists, primary screen, cell-based; Sphingosine 1-phosphate receptor 4 (Homo sapiens), O95977; S1P4-expressing cell line, agonist reporter assay; activation, % at 4.98 µM; 0.35% of 220,000 active; in the data active = activation above about 11%;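 note: 0% = DMSO vehicle and 100% = reference agonist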
CHOP inh: inhibitors of CHOP promoter induction, primary screen, cell-based, unfolded protein response, luciferase reporter. CHO-K1 CHOP-promoter luciferase, tunicamycin-induced, 15-18 h. inhibition, % at 10 µM. 3.8% of 220,000 active;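 active = compounds that reduced the stress-induced luciferase reporter signal by more than about 70% of percent inhibition, limit read from the data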;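 note: 0% = tunicamycin plus vehicle and 100% = wells without tunicamycin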
S1P4 antag: S1P4 receptor antagonists, primary screen, cell-based. Sphingosine 1-phosphate receptor 4 (Homo sapiens), O95977. S1P4-expressing cells, antagonist mode, reporter read-out. inhibition, % at 4.98 µM. 0.26% of 220,000 active. AID 1510, 2009; in the data active = inhibition above about 29%;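 note: 0% = wells stimulated with agonist and 100% = vehicle wells without agonist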
NPY-Y2 PAM-ag: NPY-Y2 potentiators or agonists, primary screen, cell-based. Neuropeptide Y receptor type 2 (Homo sapiens), P49146. cells expressing NPY-Y2, potentiator/agonist read-out. activation, % at 3.6 µM. 0.45% of 220,000 active. AID 1359, 2008; in the data active = activation above about 27%;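 note: cells stimulated with NPY near EC25 plus isoproterenol at EC100; 0% = vehicle plus submaximal agonist and 100% = vehicle plus saturating agonist; some results beyond the cut were filed as inactive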
Target sequence (P49146 whole entry, looked up): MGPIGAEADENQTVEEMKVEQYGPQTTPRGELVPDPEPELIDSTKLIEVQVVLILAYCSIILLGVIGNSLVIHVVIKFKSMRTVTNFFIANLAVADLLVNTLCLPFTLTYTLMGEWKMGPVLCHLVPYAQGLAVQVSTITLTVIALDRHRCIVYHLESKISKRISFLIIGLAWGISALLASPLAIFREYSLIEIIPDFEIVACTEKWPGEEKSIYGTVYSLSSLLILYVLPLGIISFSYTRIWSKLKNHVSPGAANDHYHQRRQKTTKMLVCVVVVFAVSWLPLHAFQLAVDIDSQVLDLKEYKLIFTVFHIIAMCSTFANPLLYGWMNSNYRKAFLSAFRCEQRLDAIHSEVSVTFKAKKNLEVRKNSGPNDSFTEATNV
TRPML3 agonist: human TRPML3 channel agonists, primary screen, cell-based, HEK293 TRPML3-YFP, Fluo-8 calcium fluorescence, 3 µM; Mucolipin-3 (Homo sapiens), Q8TDD5; 0.29% of 220,000 active; 100% = the carbachol control signal; activation, % at 3 µM;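 active = activation above its plate's cutoff, the mean activation of the plate's test wells plus 3 SD, cut at about 12% in these data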;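 note: 0% = DMSO only wells and 100% = carbachol wells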
Target sequence (Q8TDD5 whole entry, looked up): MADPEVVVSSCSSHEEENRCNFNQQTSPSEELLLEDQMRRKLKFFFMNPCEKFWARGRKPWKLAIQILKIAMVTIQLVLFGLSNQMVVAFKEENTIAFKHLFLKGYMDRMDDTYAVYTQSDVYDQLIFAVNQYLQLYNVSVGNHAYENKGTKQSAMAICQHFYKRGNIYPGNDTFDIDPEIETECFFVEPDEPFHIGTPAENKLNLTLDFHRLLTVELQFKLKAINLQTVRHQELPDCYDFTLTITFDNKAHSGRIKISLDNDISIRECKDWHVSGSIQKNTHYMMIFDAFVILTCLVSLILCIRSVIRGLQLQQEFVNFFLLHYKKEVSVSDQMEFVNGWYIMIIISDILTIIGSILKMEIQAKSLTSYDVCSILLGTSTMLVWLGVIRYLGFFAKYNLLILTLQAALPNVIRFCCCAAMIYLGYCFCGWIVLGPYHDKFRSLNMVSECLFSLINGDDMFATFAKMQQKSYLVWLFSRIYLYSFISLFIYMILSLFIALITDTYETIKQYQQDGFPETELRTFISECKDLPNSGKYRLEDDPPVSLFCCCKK
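Test system: TRPML3-YFP stable HEK293 cells. Doses: single point at 3 µM. Incubation: dye loading 1 h 37 °C then 30 min ambient, 125 s read. Signal: Fluo-8 calcium dye fluorescence, ex 470-495, em 515-575 nm. Measure: percent activation from peak-to-basal fluorescence ratio, scaled between DMSO and carbachol.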
EP2 mod: EP2 receptor modulators, cAMP readout, primary screen, cell-based, HTRF cAMP, PGE2 stimulation; EP2-expressing cells, cAMP HTRF FRET, PGE2 co-stimulation; induction, % at 25 µM; 0.83% of 260,000 active; AID 940, 2007;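 active = compounds whose cAMP rise, as percent of the full-agonist control response, exceeds 60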;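 note: rat C6 glioma line stably carrying human EP2 under a CMV promoter; the protocol text gives 20 µM as final concentration; 100% = response of wells given 1 µM PGE2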
NPY Y1 blocker: NPY-Y1 receptor antagonists, primary screen, cell-based; Neuropeptide Y receptor type 1 (Homo sapiens), P25929; HEK293-CNG Y1 cells, membrane potential fluorescence; NPY at EC95, then isoproterenol; inhibition, % at 3.6 µM; 1% of 200,000 active;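 active = inhibition above the campaign mean inhibition of all tested compounds plus 3 SD, cut at about 20% in these data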;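 note: 0% = DMSO wells given NPY plus isoproterenol and 100% = isoproterenol alone without NPY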
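System: HEK293 cells with Y1 receptor plus CNG channel / Probe or stimulus: NPY 25 nM then isoproterenol 1 µM plus Ro 20-1724 25 µM / Compound: one concentration, 3.6 µM, in 0.4% DMSO / Schedule: compound incubation 1 h at room temperature, readout 45 min post-stimulation / Measured by: membrane potential fluorescence / Read-out: % inhibition of NPY effect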
NPY1 pot ag: NPY-Y1 receptor potentiators or agonists, primary screen, cell-based; 0.37% of 220,000 active; Neuropeptide Y receptor type 1 (Homo sapiens), P25929; activation, % at 3.6 µM; NPY-Y1 expressing cells, potentiator/agonist activation; in the data active = activation above about 33%, passing the limit was not always enough;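 note: cells stimulated with NPY at EC10 then isoproterenol at EC100; 0% = low agonist plus stimulus and 100% = saturating agonist plus stimulus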
zfTRPN1 agonist: zebrafish TRPN1 channel agonists, primary screen, cell-based, HEK293, calcium fluorescence; transient receptor potential cation channel N1 (TRPN1/NompC), Danio rerio; HEK293 zebrafish TRPN1-YFP, Fluo-8 calcium fluorescence; 100% = response to 87 µM carbachol; activation, % at 3 µM; 0.18% of 220,000 active; AID 1424, 2008;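 active = activation above its plate's cutoff, the mean activation of test wells on that plate plus 3 SD, cut at about 19% in these data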;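 note: 0% = DMSO alone and 100% = 87 µM carbachol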
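System: zebrafish TRPN1-YFP in HEK293 cells / Dosing: 3 µM single point / Timing: dye loading 1 h at 37 °C, then 30 min room temperature / Signal: Fluo-8 calcium fluorescence, excitation 470-495 nm, emission 515-575 nm / Read-out basis: percent activation from peak over basal fluorescence ratio, control-normalized / Control set: high carbachol 87 µM, low DMSO alone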
* hit, by the source's call; . = not tested or not shown; & = joins results of further samples. An unsorted share of the library. Share with any hit: about 6.5%.

SMILES	S1P4 agonist	CHOP inh	S1P4 antag	NPY-Y2 PAM-ag	TRPML3 agonist	EP2 mod	NPY Y1 blocker	NPY1 pot ag	zfTRPN1 agonist
CCN(CC)S(=O)(=O)c1ccc2nnn(O)c2c1	2.0	7	13	-9	0.7	38	0	-2	1.2
O=C(CN1CCN(C(=O)c2ccco2)CC1)N1CCc2[nH]c3ccccc3c2C1	1.0	-12	13	-26	0.1	-19	.	-8	1.0
O=c1[nH]c2cc3c(cc2cc1CN(CCc1ccccc1)Cc1nnnn1C1CCCC1)OCCO3	0.9	-7	-8	2	-0.1	16	0	6	0.2
CC(=O)NC1=NN(C(C)=O)C(C)(c2cccc([N+](=O)[O-])c2)S1 (configuration not stated)	3.1	8	-20	6	0.8	2	-5	10	0.1
COc1cccc(Cn2nnc(C(=O)NCc3ccccc3Cl)c2N)c1	0.4	-10	-44	-13	-0.2	1	6	-11	0.6
O=C(Nc1cccc(F)c1)c1cc(S(=O)(=O)NCCC2=CCCCC2)ccc1F	-0.9	61	-3	10	-0.1	10	3	-2	-1.6
COC(=O)/C=C1\S/C(=N/N=C/c2ccco2)NC1=O	-0.1	-10	9	-10	-0.2	6	-2	-7	-0.8
COc1ccc(-c2ccc(CCC(=O)O)n2C(C)C)cc1	1.7	-26	-1	1	0.1	36	7	-1	-0.4
N#Cc1nc(COc2ccccc2F)oc1NCCCn1ccnc1	-0.5	31	-7	2	0.5	25	-2	11	0.2
O=C(CSc1cccc[n+]1[O-])Nc1cc([N+](=O)[O-])ccc1Cl	1.4	-5	-9	-2	1.0	11	2	-2	-0.7
O=C(Oc1cccc(NC(=O)c2ccco2)c1)c1cccc(S(=O)(=O)N2CCCCC2)c1	-2.0	-11	-17	-1	0.2	-13	2	16	-1.2
O=C(COC(=O)C1CCN(S(=O)(=O)c2cccs2)CC1)Nc1ccccc1Br	1.4	3	-1	0	0.7	-12	3	2	2.2
COc1ccc(OC)c(N2C(=O)CC(C(C)c3ccccc3)C2=O)c1 (configuration not stated)	2.5	16	-1	-9	1.6	21	-4	-3	1.4
COC(=O)C(C)N(C#N)c1nc(NC(C)C)nc(SC)n1 (configuration not stated)	0.4	0	-23	2	-0.3	-5	3	-9	-0.8
Cn1c(N)c(C(=O)COC(=O)[C@H](Cc2ccccc2)N2C(=O)c3ccccc3C2=O)c(=O)n(C)c1=O	0.7	3	-20	-1	1.2	-15	-2	20	1.6
COc1ccc(C(=O)Nc2ccc(N3CCN(C(=O)C(C)C)CC3)cc2)cc1[N+](=O)[O-]	-3.4	7	-4	1	0.5	11	2	-15	0.3
Cc1nnc(SCc2nnc(-c3cccs3)o2)n1C	1.2	-20	-5	1	-0.2	-1	3	9	-0.6
O=C(Nc1ccc(S(=O)(=O)N2CCCC2)cc1)N1c2ccccc2Sc2ccccc21	-1.4	-25	-3	2	-1.0	1	-2	19	-0.2
CC(=O)OC(Cn1ccnc1)c1ccccc1 (configuration not stated)	-0.7	15	17	-5	0.9	24	-2	13	0.4
Cc1cc(C)c2c(CN3CCN(C/C=C/c4ccccc4)CC3)cc(=O)oc2c1	0.3	40	0	-27	0.2	7	25*	-67	-0.6
c1ccc(C2C/C(=N\N3CCOCC3)c3ccccc3O2)cc1 (configuration not stated)	-2.7	-21	-16	-2	-0.7	24	3	13	-1.3
O=C(CSc1nnc(-c2ccccn2)n1Cc1ccccc1)Nc1ccc2c(c1)OCO2	-2.2	-41	-7	4	-0.3	3	-3	-23	0.0
Cc1cc(C)n(-c2ccc(C(=O)OCC(=O)NC(c3ccccc3)c3ccccc3)cc2)n1	2.7	32	-9	-7	0.4	14	-5	-18	-1.6
O=C(CSc1nnc(-c2ccco2)n1Cc1ccccc1)c1ccc(F)cc1	-0.3	12	-15	-7	0.0	14	4	-8	-0.8
Cc1ccc(-c2nnc(SCC(=O)CC(=O)Nc3ccccc3)n2-c2ccccc2)cc1	1.6	27	-3	10	-0.7	32	-5	20	-0.4
Cc1sc2nc(CSc3ncn[nH]3)[nH]c(=O)c2c1C	0.1	-3	6	-1	0.3	8	1	2	1.2
CC1CCCCC1NC(=O)Cn1nnc2ccccc2c1=O (configuration not stated)	-0.7	10	-9	11	0.6	5	-1	2	0.0
O=S(=O)(c1cccc(-c2cn3cccnc3n2)c1)N1CCOCC1	1.4	-23	-18	4	1.2	18	-6	4	-0.5
O=c1[nH]c(CSc2nnc(Cc3ccccc3)o2)nc2ccccc12	-1.0	-11	-17	2	0.7	-22	11	12	1.2
CCn1c(=O)c(=O)[nH]c2cc(C(=O)NC3CCCc4ccccc43)ccc21 (configuration not stated)	0.1	24	-4	-2	0.5	26	-1	7	0.5
COc1ccccc1C(=O)NCC(=O)N/N=C/c1ccncc1	-1.1	-4	6	-19	0.7	-3	-1	9	-0.2
CN(C)S(=O)(=O)c1ccc(N2CCCC2)c(C(=O)NCc2ccc(Cl)cc2)c1	0.6	-5	-7	-4	-0.5	9	3	6	-1.0
COC(=O)c1ccc(C2C(Oc3ccc(OC)cc3)C(=O)N2CCc2ccc(F)cc2)cc1 (configuration not stated)	-1.8	27	-9	0	-0.1	8	21*	-12	-0.4
Cc1cc(C)c2cc(C(=O)Nc3ccc4c(c3)OCO4)[nH]c2c1	1.4	-10	6	-19	-1.7	-12	.	-15	-3.0
COc1ccc(CNC(=O)CN(CC2CCCO2)C(=O)CNS(=O)(=O)c2ccc(C)cc2)cc1 (configuration not stated)	0.1	-15	5	3	0.0	7	2	-12	-0.6
NC(Cc1ccc(O)cc1)c1cn([C@@H](CCC(=O)O)C(=O)N2CCNCC2)nn1 (some centres not stated)	0.5	3	-22	-10	-0.2	25	-3	-9	0.8
Cc1c(C(=O)NC(C)c2ccncc2)oc2ccccc12 (configuration not stated)	3.0	10	-20	-6	-0.3	-23	6	-3	0.2
Cc1ccc(S(=O)(=O)Nc2cccc3cccnc23)cc1	4.1	-167	42*	-17	1.6	-23	8	-4	-0.5
COc1ccc(C(=O)COC(=O)C(CC(C)C)N2C(=O)c3ccccc3C2=O)cc1 (configuration not stated)	-1.3	14	-5	-21	1.0	29	5	-24	1.7
CCOC(=O)N1CCC2(CC1)C(C#N)=C(N)OC1=C2C(=O)CC(C)C1 (configuration not stated)	-1.6	6	1	-1	0.4	0	1	13	0.6
CCc1ccc(NC(=O)CSc2nnc(CC)c(CC)n2)cc1	1.2	22	5	-23	-0.4	-4	8	-28	0.3
Cc1cc(C)nc(NNC(=O)c2ccccc2O)n1	0.6	4	-20	4	0.7	-11&4	2	13	2.8
COc1ccc(CO/N=C/c2c(C)[nH]c(=O)[nH]c2=O)cc1	1.8	21	-15	-17	1.1	11	7	-31	0.8
Cc1ccc(N(C(=O)c2snc(C(N)=O)c2N)C(C(=O)NCCC(C)C)c2ccco2)cc1 (configuration not stated)	-0.8	-2	-3	15	-0.1	78*	-3	2	-0.9
CC1(C)Cc2ccccc2C(NNC(=O)c2ccncc2)=N1	0.9	7	-28	-2	0.0	20	0	-10	0.8

Laid out differently: entries from further up.
structure | S1P4 agonist | CHOP inh | S1P4 antag | NPY-Y2 PAM-ag | TRPML3 agonist | EP2 mod | NPY Y1 blocker | NPY1 pot ag | zfTRPN1 agonist
CCOC(=O)N1CCC2(CC1)C(C#N)=C(N)OC1=C2C(=O)CC(C)C1 (configuration not stated) | -1.6 | 6 | 1 | -1 | 0.4 | 0 | 1 | 13 | 0.6
CN(C)S(=O)(=O)c1ccc(N2CCCC2)c(C(=O)NCc2ccc(Cl)cc2)c1 | 0.6 | -5 | -7 | -4 | -0.5 | 9 | 3 | 6 | -1.0
CCc1ccc(NC(=O)CSc2nnc(CC)c(CC)n2)cc1 | 1.2 | 22 | 5 | -23 | -0.4 | -4 | 8 | -28 | 0.3
COc1ccc(CNC(=O)CN(CC2CCCO2)C(=O)CNS(=O)(=O)c2ccc(C)cc2)cc1 (configuration not stated) | 0.1 | -15 | 5 | 3 | 0.0 | 7 | 2 | -12 | -0.6
Cc1cc(C)c2cc(C(=O)Nc3ccc4c(c3)OCO4)[nH]c2c1 | 1.4 | -10 | 6 | -19 | -1.7 | -12 | . | -15 | -3.0

Next entries
SMILES	S1P4 agonist	CHOP inh	S1P4 antag	NPY-Y2 PAM-ag	TRPML3 agonist	EP2 mod	NPY Y1 blocker	NPY1 pot ag	zfTRPN1 agonist
N#Cc1c(N)nc(N2CCCC2)c(C#N)c1-c1ccc(Cl)cc1	0.3	34	-2	10	0.5	-9	-2	6	0.9
CCOC(=O)c1oc2ccccc2c1NC(=O)Cc1cccs1	-1.7	26	2	-13	-1.1	16	10	-11	-0.5
CCc1nccn1S(=O)(=O)c1ccc(OC)c(C)c1C	3.8	-13	2	-9	1.0	-55&8	0	-11	0.6
O=C(N/N=C/c1c[nH]c2ccc(Br)cc12)c1ccccn1	0.3	-9	8	7	0.8	-86	6	20	0.8
O=c1c2ccccc2nnn1CSc1nnnn1-c1ccc(O)cc1	1.1	42	-17	6	1.4	-25	2	-6	2.9
O=C1OCCN/C1=C\C(=O)c1ccccc1	0.5	0	-9	10	0.8	-11	.	3	2.9
COCCN=C1NN=C(c2ccc(C)c([N+](=O)[O-])c2)CS1	2.8	-7	-27	-6	0.3	-10	3	-2	-0.3
CCCS(=O)(=O)N1CCCC(C(=O)NCc2ccco2)C1 (configuration not stated)	2.3	11	-11	-2	-0.9	20	2	14	1.3
CCCCN(CCCC)C(=O)/C=C/c1cccc([N+](=O)[O-])c1	-2.0	21	-6	-1	-1.6	30	10	-15	-1.7
OC(Cn1nnc2ccccc21)Cn1c(C(F)(F)F)nc2ccccc21 (configuration not stated)	2.7	0	3	-13	0.1	11	14	-8	0.2
O=C(O)c1ccccc1CSc1ncn[nH]1	-0.8	-1	-4	10	0.6	13	0	2	-0.8
COC(=O)CCCCCN1C(=O)NC(c2ccccc2)C(C(=O)OCc2ccccc2)=C1C (configuration not stated)	1.5	33	4	-11	-1.1	-11	-8	-1	-0.5
c1ccc2[nH]c(CN3CCN(c4ncnc5c4oc4ccccc45)CC3)nc2c1	1.6	18	-14	8	-0.1	-42	6	-38	1.5
Cc1nn(CC(=O)O)c(=O)c2ccccc12	1.6	44	-2	11	0.8	13	4	-9	-0.3
COCCN1C(=O)c2ccccc2C(C(=O)NCCCN2CCCC2=O)C1c1c[nH]c2ccccc12 (configuration not stated)	-0.9	68	-13	13	0.9	33	-3	16	3.2
